GPR7 antagonist: GPR7 receptor antagonists, primary screen, cell-based, fluorescence, single concentration. GPR7-expressing cells, fluorescence antagonist assay. hit rate 1.1% among 290,000. Neuropeptides B/W receptor type 1 (Homo sapiens), P48145. inhibition, % at 4.4 µM; in the data active means inhibition above about 16%, passing the limit was not always enough;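 further: cells stimulated with the agonist NPW; 0% = agonist with vehicle and 100% = vehicle without agonist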
Target sequence (P48145 whole entry, looked up): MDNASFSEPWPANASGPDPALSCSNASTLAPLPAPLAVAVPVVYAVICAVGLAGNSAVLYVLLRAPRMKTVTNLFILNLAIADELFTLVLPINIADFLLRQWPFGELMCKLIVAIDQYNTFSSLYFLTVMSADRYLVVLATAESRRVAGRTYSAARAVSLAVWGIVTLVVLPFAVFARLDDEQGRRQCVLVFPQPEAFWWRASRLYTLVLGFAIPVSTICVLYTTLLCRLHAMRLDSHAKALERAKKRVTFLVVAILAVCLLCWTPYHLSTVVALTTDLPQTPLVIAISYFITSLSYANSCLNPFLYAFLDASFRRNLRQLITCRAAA
NALP1 yeast inh: NALP1 inflammasome inhibitors in reconstituted yeast, colorimetric, S. cerevisiae, triplicate retest; S. cerevisiae NALP1/ASC/caspase-1 growth, X-gal OD620, 72 h; hit rate 0.61% among 280,000; inhibition, % at 10 µM; in the data active means inhibition mostly above about 24%, no sharp cut-off; inactive means mostly below about 32%; further: some compounds called inactive have numbers as strong as hits
MEKK3 PB1 HTS: modulators of MEKK3-MEK5 PB1 binding, primary screen, biochemical, wildtype MEKK3, multiplex bead flow cytometry, Alexa488-MEK5; Mitogen-activated protein kinase kinase kinase 3 (Homo sapiens), Q99759; AID 1529, 2009; hit rate 1.4% among 290,000; binding response (% of control), % at 10 µM; bead-based flow cytometry, Alexa488-MEK5 binding to MEKK3; actives lie on both sides; 0 = blocked by unlabeled MEK5, 100 = vehicle;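 active means binding response more than 3 SD above or below the average of its plate-row segment, actives on both sides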;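 further: Alexa488 bead fluorescence after subtracting the streptavidin-only scavenger bead signal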
FID counter: compounds displacing fluorescent DNA intercalator, primary screen, artefact control for HCV NS3 helicase inhibitor project, biochemical, FID fluorescence; inhibition, % at 7.9 µM; DNA fluorescent intercalator displacement; AID 1845, 2009; hit rate 0.17% among 290,000; in the data active means inhibition above about 37%;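 further: 0% = vehicle and 100% = reference compound; higher means more ethidium bromide displaced from hairpin DNA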
M18AAP inhibitor: PfM18AAP inhibitors, malaria aminopeptidase, primary screen, biochemical, QFRET, recombinant enzyme; H-Glu-NHMec fluorogenic cleavage; M18 aspartyl aminopeptidase (Plasmodium falciparum 3D7); hit rate 1.2% among 290,000; inhibition, % at 7.35 µM;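 active means inhibition above the campaign mean inhibition over all tested compounds plus 3 SD, cut at about 28% in these data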;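 further: 0% = plate median of test compound wells and 100% = 2 mM ZnCl2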
MEKK2 WT-MEK5: modulators of MEK5 binding to wildtype MEKK2, primary screen, biochemical, multiplex bead flow cytometry, Alexa488-MEK5. AID 1531, 2009. binding response (% of control), % at 10 µM. Alexa488-MEK5 binding to MEKK2 WT; actives lie on both sides. Mitogen-activated protein kinase kinase kinase 2 (Homo sapiens), Q9Y2U5. hit rate 1.1% among 290,000; in the data active means binding response below about 67% or above about 130%
PHOSPHO1 inh: PubChem AID 1565 | Phosphoethanolamine/phosphocholine phosphatase (Homo sapiens), Q8TCT1 | recombinant PHOSPHO1, absorbance phosphatase assay | inhibition, % at 13.3 µM | hit rate 1.1% among 290,000; in the data active means inhibition above about 60%
Target sequence (Q8TCT1 whole entry, looked up): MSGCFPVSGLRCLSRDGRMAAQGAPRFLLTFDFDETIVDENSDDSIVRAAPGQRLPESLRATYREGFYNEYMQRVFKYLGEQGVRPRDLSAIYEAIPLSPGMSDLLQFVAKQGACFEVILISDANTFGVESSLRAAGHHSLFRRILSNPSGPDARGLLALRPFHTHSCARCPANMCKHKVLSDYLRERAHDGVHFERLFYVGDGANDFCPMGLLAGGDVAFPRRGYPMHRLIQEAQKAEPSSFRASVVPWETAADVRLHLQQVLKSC
MEKK2mut PB1 HTS: MEK5 binding signal on mutant MEKK2 PB1, primary screen, biochemical, multiplex bead flow cytometry, Alexa488-MEK5; percent response, % at 10 µM; AID 1530, 2009; hit rate 0.35% among 290,000; Alexa488-MEK5 binding to MEKK2 mutant; in the data active means percent response above about 24%, passing the limit was not always enough; further: inactives centre near 1; some results filed as inactive read as strong as hits; reference of the scale not given here
OXTR agonist: human OXTR agonists, primary screen, fluorescence, CHO-OTR cells, Fluo-8 calcium; Fluo-8 calcium fluorescence; normalized: DMSO 0%, oxytocin 100%; hit rate 0.32% among 320,000; AID 2435, 2010; Oxytocin receptor (Homo sapiens), P30559; activation, % at 3 µM;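 active means activation above the mean of all tested compounds plus 3 SD, cutoff set per screening run, cut at about 20% in these data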;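 further: peak over basal fluorescence ratio from a 100 s FLIPR kinetic read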
Target sequence (P30559 whole entry, looked up): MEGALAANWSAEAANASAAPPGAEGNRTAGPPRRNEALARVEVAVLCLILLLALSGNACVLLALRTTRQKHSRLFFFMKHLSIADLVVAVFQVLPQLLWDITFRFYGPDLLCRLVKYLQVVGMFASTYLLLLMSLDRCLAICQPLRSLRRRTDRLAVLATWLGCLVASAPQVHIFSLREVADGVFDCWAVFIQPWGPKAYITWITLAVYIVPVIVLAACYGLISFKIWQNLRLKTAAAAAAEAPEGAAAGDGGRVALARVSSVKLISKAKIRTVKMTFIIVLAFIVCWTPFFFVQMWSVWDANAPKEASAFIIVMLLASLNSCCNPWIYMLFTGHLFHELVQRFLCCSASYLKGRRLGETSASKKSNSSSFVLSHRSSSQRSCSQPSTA
* = called active by the depositor; i = inactive; . = not tested or not shown. The list is partial, so the mix of outcomes need not match the whole.

Sequence of screens – M18AAP inhibitor	NALP1 yeast inh	GPR7 antagonist	PHOSPHO1 inh	OXTR agonist	FID counter	MEKK3 PB1 HTS	MEKK2 WT-MEK5	MEKK2mut PB1 HTS
#1 CNC(=O)O/N=C(\N)Cc1csc2ccc(Cl)cc12
    1.0	.	-9.2	28.5	1.5	-2.6	101.0	96.0	-4.0
#2 CC1=C2[C@@H]3OC(=O)[C@H](C)C3CC[C@@]2(C)C=CC1=O (stereo partly drawn)
    -3.2	6.7	-1.6	28.6	-0.6	-1.3	102.0	103.0	2.0
#3 Fc1ccc(C(OCCN2CCN(CCCc3ccccc3)CC2)c2ccc(F)cc2)cc1
    .	.	.	.	1.9	.	112.0	235.0*	26.0*
#4 O=C(c1cc(Br)ccc1Cl)N1CCC2(CC1)OCCO2
    2.3	19.8	5.3	21.5	-0.7	-2.8	88.0	95.0	-2.0
#5 Cc1ccc(C)c(NC(=S)NCCc2cnc[nH]2)c1
    1.9	i	-10.0	17.1	0.0	-5.1	86.0	85.0	-18.0
#6 Nc1c(C(=O)NCc2ccco2)c2nc3ccccc3nc2n1Cc1ccccc1
    15.2	17.3	-1.1	-13.0	3.6	-3.3	93.0	91.0	-2.0
#7 COCc1cc(OC(=O)N(C)C)nc(-c2ccccc2)n1
    -3.7	9.4	-3.2	16.0	-1.0	-7.5	91.0	96.0	-6.0
#8 O=C1NS(=O)c2cc([N+](=O)[O-])cc([N+](=O)[O-])c21 (stereo not drawn)
    1.5	21.5	-6.8	-48.2	0.1	8.4	85.0	89.0	-2.0
#9 CCCNC(=O)c1c(N)n(CC2CCCO2)c2nc3ccccc3nc12 (stereo not drawn)
    0.4	1.2	0.0	19.3	1.9	-2.8	123.0*	116.0	4.0
#10 C=CCn1c(O)c(C(C)=NC2CCN(Cc3ccccc3)CC2)c(=O)[nH]c1=O
    -2.7	.	-11.4	29.8	0.0	-4.2	99.0	100.0	-1.0
#11 O=C(c1cc(S(=O)(=O)N2CCC3(CC2)OCCO3)ccc1F)N1CCC2(CC1)OCCO2
    -8.9	-9.5	1.2	-2.4	1.7	-5.9	95.0	94.0	-5.0
#12 Cc1c(C(=O)C(=O)N2CCC3(CC2)OCCO3)c2ccccc2n1C
    3.4	17.7	-15.0	29.2	1.5	-11.3	110.0	112.0	13.0
#13 Cc1ccc(OP(N)(=O)Oc2ccc(C)cc2)cc1
    -2.5	17.0	-6.0	-9.0	-2.1	-9.6	73.0	83.0	-8.0
#14 COc1ccc(C(=O)OC2C[C@H]3CC[C@@H](C2)N3O)cc1OC (stereo partly drawn)
    4.4	14.5	-15.3	33.7	-1.9	-11.5	102.0	103.0	5.0
#15 CCC(C)C(=O)N[C@@H](c1ccccc1)[C@@H](O)C(=O)O[C@H]1C[C@@]2(O)[C@@H](OC(=O)c3ccccc3)C3[C@](C)(C(=O)[C@H](OC(C)=O)C(=C1C)C2(C)C)[C@@H](O)C[C@H]1OC[C@@]31OC(C)=O (stereo partly drawn)
    -3.6	12.3	1.9	8.3	-1.6	-50.9	103.0	103.0	4.0
#16 COc1ccc(Cn2c(N)c(C(=O)NCc3ccco3)c3nc4ccccc4nc32)cc1
    11.9	4.6	-1.1	31.5	0.0	-26.4	.	.	.
#17 CCCCOc1ccc(CN2CCN(CC)CC2)cc1
    -6.1	7.1	-11.2	-29.3	2.7	8.8	107.0	107.0	3.0
#18 COc1ccc(C(O)c2cc(OC)ccc2OP(=O)(N(C)C)N(C)C)cc1 (stereo not drawn)
    -11.0	25.1	0.3	-5.1	-0.2	-25.6	95.0	97.0	-3.0
#19 COc1ccc(C2(C#N)CC[N+](C)(C)CC2)cc1
    -0.3	9.8	-3.7	6.0	0.5	3.2	.	.	.
#20 CCC(C)NC(=O)c1c(N)n(Cc2ccc3c(c2)OCO3)c2nc3ccccc3nc12 (stereo not drawn)
    -4.1	31.2	-10.3	-8.5	4.1	-1.3	103.0	88.0	-3.0
#21 Cn1c(O)c(/C=C2\C=Nc3ccccc32)c(=O)n(C)c1=O
    20.3	-21.4	-1.8	.	1.4	6.6	106.0	105.0	6.0
#22 CCn1c(O)c(C=NCc2cccs2)c(=O)[nH]c1=O
    1.5	34.2	-5.5	-3.4	0.0	-0.7	92.0	97.0	-2.0
#23 CCc1nc2ccccc2c(=O)n1-c1cccc(OC)c1
    0.1	3.8	-6.3	2.2	-2.0	-4.6	105.0	104.0	2.0
#24 O=C1NC(=O)C(=Cc2cc3c(cc2[N+](=O)[O-])OCO3)C(=O)N1
    39.9*	1.0	-1.4	15.9	2.2	0.5	96.0	83.0	-11.0
#25 CC(=O)c1cn(CC(=O)NCCc2c[nH]c3ccccc23)c2ccccc12
    7.1	-0.5	25.1*	34.3	8.2	-8.4	97.0	103.0	3.0
#26 O=C(c1ccccc1F)c1cn(CC(=O)N2CCOCC2)c2ccccc12
    2.9	-5.7	-8.2	58.3	-0.6	0.5	101.0	101.0	1.0
#27 CCC(C)n1c(O)c(/C=N/N2CCOCC2)c(=O)[nH]c1=S (stereo not drawn)
    -5.6	18.6	-3.8	2.4	1.4	-4.5	105.0	109.0	0.0
#28 O=C1C2CCCN2C(c2ccc(Cl)cc2)N1c1ccccn1 (stereo not drawn)
    0.3	24.6	-5.9	15.5	-0.2	-0.8	101.0	100.0	1.0
#29 O=c1[nH]c(=O)n(CCc2ccc(F)cc2)c(O)c1/C=N/N1CCCCC1
    0.1	3.3	-15.8	10.6	-0.6	-6.0	102.0	95.0	3.0
#30 CCCCNC(=O)CN1C(=O)CN=C(c2ccccc2)c2ccccc21
    1.6	.	-2.0	39.0	-0.7	-20.1	108.0	106.0	0.0
#31 N=c1n(CCO)c2ccccc2n1Cc1ccccc1
    -25.6	0.9	-8.6	-7.5	-0.7	16.4	101.0	98.0	-3.0
#32 Cc1noc(C)c1CC(=O)N1CCCC(N2CCN(c3ccccc3F)CC2)C1 (stereo not drawn)
    -2.5	16.0	-15.0	25.0	0.0	-30.2	107.0	113.0	6.0
#33 CCn1c(O)c(N=Nc2cccc(S(=O)(=O)N3CCOCC3)c2)c(=O)n(CC)c1=S
    -1.5	7.9	-4.4	-2.6	0.0	0.6	100.0	97.0	-17.0
#34 COC(=O)C1=C(c2cc3ccccc3s2)C[C@@H]2CC[C@H]1N2C(=O)NCc1ccco1
    .	.	.	.	-1.1	.	107.0	105.0	3.0
#35 C=CCN1C(=O)/C(=C/c2ccc(N3CCOCC3)o2)C(=O)NC1=S
    -2.2	18.0	3.7	-0.5	11.5	-10.7	100.0	101.0	1.0
#36 O=C(C1CCCO1)N1CCC2(CC1)OCCO2 (stereo not drawn)
    -2.2	.	-7.5	15.2	0.6	0.7	107.0	100.0	6.0
#37 CC(C)(C)c1cc(OC(=O)Cc2ccccc2)ccc1O
    6.7	-3.7	-8.1	35.6	-0.6	-12.1	105.0	101.0	4.0
#38 Cc1cc(=O)oc2c(C)c(OCC(=O)N3C[C@H]4C[C@@H](C3)c3cccc(=O)n3C4)ccc12
    5.2	13.8	-7.7	13.5	1.0	-15.8	96.0	94.0	-1.0
#39 C[C@@]12N[C@@H](Cc3ccccc31)c1ccccc12
    .	.	.	.	2.9	.	99.0	101.0	0.0
#40 COC(=O)N1C(c2ccccc2)C1c1ccccc1 (stereo not drawn)
    5.3	0.2	-8.4	49.0	-2.5	0.1	104.0	101.0	-7.0
#41 CCS(=O)(=O)N1CCC(C(=O)N2CCC3(CC2)OCCO3)CC1
    12.8	36.3	-9.0	14.3	-0.1	0.7	70.0	79.0	-13.0
#42 Cc1cc(C)c(S(=O)(=O)NCC2CCC(C(=O)N3CCC4(CC3)OCCO4)CC2)c(C)c1 (stereo not drawn)
    -1.8	8.0	-6.3	12.8	0.8	-47.4	105.0	103.0	4.0
#43 N/C(=N/[N+](=O)[O-])N1CCN(C(=O)Oc2ccc([N+](=O)[O-])cc2)CC1
    -1.2	23.3	-8.4	24.1	1.2	-2.4	111.0	108.0	12.0
#44 CC1CCC(NCCc2ccc3c(c2)OCO3)CC1 (stereo not drawn)
    5.7	-11.3	-10.8	1.2	0.9	10.1	96.0	103.0	3.0
#45 COc1ccc(-c2nn(CCC#N)cc2C(=O)Nc2ccccc2Br)cc1[N+](=O)[O-]
    1.6	.	-3.1	38.3	-0.6	0.3	104.0	103.0	12.0
#46 CCOc1cc2c(cc1OCC)-n1cccc1C(c1ccc(OC)cc1)NC2 (stereo not drawn)
    -1.1	3.0	29.3	-3.5	12.1	22.7	104.0	115.0	6.0
#47 CC1(C)N2CC3([N+](=O)[O-])CN1CC([N+](=O)[O-])(C2)C3
    3.5	-25.0	-11.9	31.8	-0.8	-4.1	122.0	116.0	23.0
#48 C=CCn1c(O)c(/C=C2/C=c3ccccc3=N2)c(=O)[nH]c1=S
    -12.6	6.3	1.2	-7.8	-0.1	1.5	91.0	81.0	-3.0
#49 CCN(CC)Cc1c[nH]c2ccccc12
    -2.6	15.3	7.0	2.6	0.9	7.4	100.0	104.0	4.0

Exported screen by screen: part of the list above
46) CCOc1cc2c(cc1OCC)-n1cccc1C(c1ccc(OC)cc1)NC2 (stereo not drawn)
47) CC1(C)N2CC3([N+](=O)[O-])CN1CC([N+](=O)[O-])(C2)C3
48) C=CCn1c(O)c(/C=C2/C=c3ccccc3=N2)c(=O)[nH]c1=S
49) CCN(CC)Cc1c[nH]c2ccccc12
assay / entry | 46 | 47 | 48 | 49
M18AAP inhibitor | -1.1 | 3.5 | -12.6 | -2.6
NALP1 yeast inh | 3.0 | -25.0 | 6.3 | 15.3
GPR7 antagonist | 29.3 | -11.9 | 1.2 | 7.0
PHOSPHO1 inh | -3.5 | 31.8 | -7.8 | 2.6
OXTR agonist | 12.1 | -0.8 | -0.1 | 0.9
FID counter | 22.7 | -4.1 | 1.5 | 7.4
MEKK3 PB1 HTS | 104.0 | 122.0 | 91.0 | 100.0
MEKK2 WT-MEK5 | 115.0 | 116.0 | 81.0 | 104.0
MEKK2mut PB1 HTS | 6.0 | 23.0 | -3.0 | 4.0

Source: PubChem BioAssay (several laboratories)
